Nrf2 block: Nrf2 pathway inhibition; Potency, µM (series often up to 46 µM), inactives show top-dose activity change, negative = inhibition, most hits filed as inhibitors; A549 ARE-Fluc reporter, luciferase luminescence, 18-24 h; AID 504444; 360,000 tested, 2.1% active; note: potency is the fitted concentration of half-maximal effect; % is set by controls: 0 for no effect and ±100 for the full control effect; nearly all actives have a fitted effect of over 60% in size
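A549 ARE_Fluc cells (5000/well, 5% FBS OPTI-MEM) pre-incubated 2 h, then treated with compounds 18-24 h at 37C/5% CO2 in concentration-response. CellTiter-Fluor viability read first; BugLite luciferase luminescence after 15 min at room temperature gives Nrf2 activity.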
TGFb inhibitor: inhibitors of TGF-b signaling | AID 588855 | HepG2 CAGA-GFP TGF-b/SMAD3 reporter, GFP fluorescence, 18 h; TGF-beta stimulated, 500 pg/mL final | 410,000 tested, 1.2% active | Potency, µM (series often up to 46.1 µM), without a hit: at the top dose activity, negative = inhibition, actives largely listed as inhibitors; note: potency is the fitted concentration of half-maximal effect; % is set by controls: 0 for no effect and ±100 for the full control effect; nearly all actives have a fitted effect of over 65% in size
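Inhibition was scored as loss of TGF-beta-induced (500 pg/mL final, 18 hours, 37 degrees C) GFP in HEPG2 cells carrying a CAGA-GFP reporter, in DMEM with 1% FBS. Well GFP was summed per cell; Activity was normalised to unstimulated and stimulated DMSO wells, then concentration-response fitting.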
HepG2 tox: counter-screen for TGF-b inhibitors: cytotoxicity in HepG2 cells | HepG2 CAGA-GFP viability, ATP luminescence, 18 h | Potency, µM (highest dose often 46.1 µM), without a hit: at the top dose activity change, negative = cytotoxicity, usual class: cytotoxic | 410,000 tested, 0.76% active | AID 588856; note: potency is the fitted concentration of half-maximal effect; some results filed as inactive show a strong effect at the top dose
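CellTiter-Glo luminescence gave cytotoxicity after 18 hours at 37 degrees C. The cells were HepG2 CAGA-GFP in 1% FBS DMEM, stimulated with 500 pg/mL TGF-beta after compound addition. %Activity was normalised to no-cell wells (complete cell-killing) and DMSO (no toxicity), and curves were fitted and classified.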
ATXN2 expr inh: inhibitors of ATXN2 expression; Potency, µM (doses to about 57 µM), for inactives: at the highest dose activity change, negative = inhibition, hits mostly inhibitors; 360,000 tested, 0.72% active; AID 1745845; HEK-293 ATXN2-luciferase reporter, luminescence, 24 h; note: potency is the fitted concentration of half-maximal effect; % is set by controls: 0 for no effect and ±100 for the full control effect; nearly all actives have a fitted effect of over 55% in size
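ATXN2-luciferase reporter cells (luciferase flanked by upstream and downstream ATXN2 gene portions) were treated 24 h at 37 °C with compounds at up to 57 uM. SteadyGlo luminescence gave expression; GF-AFC fluorescence gave viability.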
MCF10A rerep: DNA re-replication induction in MCF 10a cells; 350,000 tested, 2.9% active; Potency, µM (highest dose often 46.1 µM), without a hit: at the top dose activity, positive = re-replication, usual class: activators; MCF 10A DNA re-replication, Hoechst nuclear intensity, 48 h; note: potency is the fitted concentration of half-maximal effect; % of control where 0% means no effect; nearly all actives have a fitted effect of over 50% in size
A549 viability: A549 cytotoxicity, counter-screen for Nrf2 inhibitors. AID 504648. A549 ARE-Fluc cells, CellTiter-Fluor viability, 18-24 h. 390,000 tested, 0.16% active. Potency, µM (top dose mostly 46 µM), for the others: at the highest dose activity change, negative = cytotoxicity, hits mostly inhibitors; note: potency is the fitted concentration of half-maximal effect; % is set by controls: 0 for no effect and ±100 for the full control effect
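A549 ARE-Fluc cells in 5% FBS OPTI-MEM, 5000 cells/well, rested 2 h then exposed to compounds in concentration-response for 18-24 h at 37 °C. Viability by CellTiter-Fluor fluorescence (Ex 405/Em 525) after 30 min; luciferase luminescence (BugLite, 15 min, RT) read afterwards.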
Nrf2 activator: activates Nrf2 signaling; AREc32 ARE-luciferase reporter (MCF7-derived line), luminescence, 24 h; 410,000 tested, 0.31% active; Potency, µM (titrated, usually from 46.1 µM), for the others: at the highest dose activation, usual class: activators; note: potency is the fitted concentration of half-maximal effect; % of control where 0% means no effect; nearly all actives have a fitted effect of over 65% in size
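Luminescent ARE reporter assay in AREc32_Fluc cells: overnight plating at 37 deg C, 24 hr compound incubation, Steady-Glo added, 30 min RT before reading.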
IL1B secr inh: inflammasome signaling inhibition, IL-1 beta readout; AID 743279; 360,000 tested, 4.7% active; activity change, % at 57.5 µM; THP-1 LPS/ATP IL-1B secretion, AlphaLISA, 16 h; active compounds read low; in the data active = activity change below about -50%; inconclusive = mostly about -30% to -49%; note: % is set by controls: 0 for no effect and ±100 for the full control effect
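THP-1 cells pretreated 1 hr with compounds (up to 57.5 uM final), then stimulated with LPS (250 ng/mL final) plus ATP (1.25 mM final); secreted IL-1B measured by AlphaLISA after 16 hr, decreased signal indicating inhibition.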
S2 tox: reduces viability in counter-screen for ATXN expression inhibitors; S2 cells (HEK-293 line with an ATXN2-luciferase reporter) viability, CellTiter-Fluor protease fluorescence, 24 h; Potency, µM (highest dose often 56.7 µM), actives largely listed as cytotoxic; 400,000 tested, 0.49% active; note: potency is the fitted concentration of half-maximal effect; nearly all actives have a fitted effect of over 40% in size
Numbers without * were called inactive; i = inactive; ? = inconclusive; nt = not tested or not shown; & = joins results of further samples; [ ] = remark or other dose. Unless noted, calls come from the whole dose curve; as a rule, active = well fitted curve in the direction sought with a large enough effect; inconclusive = small, poorly fitted or top-dose-only effect, or another doubt; inactive = no such curve, though single readings can be large; an effect the other way counts as inactive or inconclusive.

SMILES | Nrf2 block | TGFb inhibitor | HepG2 tox | ATXN2 expr inh | MCF10A rerep | A549 viability | Nrf2 activator | IL1B secr inh | S2 tox
O=S1(=O)NC2c3ccccc3CC2O1 (stereo unspecified) | 17% | 1% | 4% | 2% | 24% | -6% | 23% | 7 | i
CCOC(=O)C1(C)CCCCN1C(=O)c1cccs1 (stereo unspecified) | nt | 4% | 8% | 3% | nt | nt | -0.5%[9.22 µM] | 7 | i
O=C(CC12CC3CC(CC(C3)C1)C2)Nc1ccc2c(c1)COC2=O | 15% | -16% | -14% | 17% | ? | -10% | -0.2% | -14 | i
COc1ccc([N+](=O)[O-])cc1NS(=O)(=O)Cc1ccccc1 | -4% | -4% | 16% | -1% | -2% | -9% | 0.4% | 3 | i
COCCNC(=O)c1ccccc1N(Cc1ccccc1)S(=O)(=O)c1ccccc1 | 8% | 39% | 41% | -30% | 13% | 5% | 1.8% | -1 | i
CCOc1ccccc1CNC(=O)c1cnc2sc(N3CCCC3)nn2c1=O | ? | 0% | -5% | nt | nt | 11% | 1.0% | nt | nt
CNC(=O)NC1CCCCc2sccc21 (stereo unspecified) | 1% | -4% | -28% | 0% | 3% | 1% | -0.3% | ? | i
CC1C/C(=N\NC(N)=S)c2cc(Cl)ccc2S1 (stereo unspecified) | -28% | ? | -26% | -25% | 24% | 4% | 10% | 12 | i
CC1(C)CC(=O)C=C(c2ccc(-c3ccc4[nH]ccc4c3)cc2)C1=O | nt | ? | -34% | -47% | nt | nt | 5.7% | -15 | ?
O=C(O)Cn1c(SCCOc2ccccc2)nc2ccccc21 | -8% | 0% | 3% | 6% | -1% | -2%[1.84 µM] | -0.6% | 1 | ?
CS(=O)(=O)NNC(=O)Cn1nnc(-c2ccc(OCc3ccccc3Cl)cc2)n1 | 4% | -10% | 1% | nt | 0% | 3% | 1.5% | -8 | i
O=C(O)[C@@H]1Cc2c([nH]c3ccccc23)C2CCC(=O)N21 (stereo partly specified) | 3% | 19% | -3% | 14% | -1% | 0% | 3.2% | 28 | i
O=C(NCCc1nc2ccccc2n1CCOc1ccccc1)C1CCCCC1 | 26µM* | ? | -3% | nt | nt | ? | nt | nt | nt
Cc1c(Cl)cccc1N1C(=O)CC(Sc2ccccc2N)C1=O (stereo unspecified) | nt | -5% | 2% | nt | nt | nt | 0.2% | 6 | i
Cc1ccc(S(=O)(=O)N/N=C/c2ccc(OCC(=O)NC(C)C)cc2)cc1 | -7% | 29% | 12% | -2% | -1% | -3% | 0.3% | 7 | i
COc1ccc(-c2cc(-c3ccc(F)cc3)nc3c2COc2ccc(F)cc2-3)cc1 | 3% | 3% | -14% | 6% | nt | 8% | 5.7% | nt | i
CCCCc1cc(=O)oc2c(C)c(OCC(=O)NCCN3CCOCC3)ccc12 | -17% | 13% | 1% | -9% | 5% | 10% | -0.6% | -9 | i
O=C(Cc1ccc(F)cc1)Oc1ccc(C(=S)N2CCCC2)cc1 | 0% | 10% | 1% | 5% | -4% | 13% | -0.5% | 1 | i
COc1ccccc1C(=O)N1CCC(c2noc(-c3ccc(S(=O)(=O)N4CCCC4)cc3)n2)CC1 | ? | -14% | -31% | nt | nt | -16% | 0.4% | nt | nt
O=C(CSc1nnnn1-c1ccc(Cl)cc1)NC1CCS(=O)(=O)C1 (stereo unspecified) | -2% | 0% | -18% | nt | -1% | -1% | 0.5% | -9 | i
CC(C)N1CCN(Cc2cccs2)CC1CCO (stereo unspecified) | -19% | 2% | -17% | nt | -1% | 1% | -0.9% | 18 | i
COc1ccc(C(C)C)cc1S(=O)(=O)NC1CCCC1 | 2% | -3% | -3% | 8% | -3% | -8% | 0.3% | 17 | i
CCOC(=O)c1sc2cc([N+](=O)[O-])cc(SCCO)c2c1N | 9% | -2% | 5% | 5% | 14% | -2% | 0.1% | -9 | i
CCSc1nc2sc3c(c2c(=O)n1C1CCCCC1)CCN(C)C3 | -17% | -3% | -7% | -9% | ? | 0% | -0.3% | -25 | i
COc1ccc(-n2c(Cc3cccn3C)nnc2SCC(=O)NCc2ccc(F)cc2)cc1 | -9% | -23% | -31% | 0% | 5% | -4% | -0.9% | -1 | i

Other compounds follow:
SMILES | Nrf2 block | TGFb inhibitor | HepG2 tox | ATXN2 expr inh | MCF10A rerep | A549 viability | Nrf2 activator | IL1B secr inh | S2 tox
Oc1[nH]c(=S)sc1/C=C1\C(c2ccccc2)=Nc2ccccc21 | 8% | 12% | -2% | 18% | ? | -14% | 2.8% | -26 | i
Cc1ccc(NC(=O)c2ccccc2)cc1OC(=O)c1ccccc1 | 28% | -6% | 1% | 39%[activator] | -3% | -4% | 3.6% | 2 | i
Cc1ccc2nc3c(c(N)c2c1)CCN3c1ccccc1 | -2% | ? | -31% | -18% | 15% | ? | 7.0% | -77* | i
COc1ccc(/C=C/C(=O)NC(=S)NNC(=O)c2cc(OC)c(OC)c(OC)c2)cc1OC | -25% | -1% | 23% | nt | 1% | 14% | -0.5% | 0 | i
CN1CCN(C(=O)c2cccc3c(-c4ccc(F)c(F)c4)coc23)CC1 | nt | 29% | -27% | 1% | nt | nt | 7.7% | -3 | i
CC1CC(=O)Nc2ccccc2N1 (stereo unspecified) | 5% | -5% | -8% | 4% | -22% | 16% | 0.3% | -12 | i
CCN(CC)c1ccc(N2C(=O)/C(=C/c3cccnc3)SC2=S)cc1 | 0% | 5% | 23% | -13% | 10% | -8% | -0.3% | -16 | i
CCN1C(=O)[C@H]2[C@@H](c3ccc(C)cc3)N3C(=O)N(c4ccc(C)cc4)C(=O)[C@@]3(Cc3ccc(Cl)cc3)[C@H]2C1=O | -10% | -23% | 9% | 2% | -1% | -5% | 0.2% | 4 | i
CCOc1ccccc1N(CC(=O)Nc1ccc(S(=O)(=O)N2CCOCC2)cc1)S(C)(=O)=O | ? | 8% | -13% | 4% | -1% | -2% | -0.6% | 12 | i
Nc1c2c(nc3cccc(Cl)c13)N(c1ccccc1)CC2 | ? | ? | 9% | 21% | 16% | -3% | 8.6% | 23 | i
CCOC(=O)c1ccc(NC(=O)C2(c3ccccc3)CCOCC2)cc1 | -12% | -2% | -19% | 6% | ? | 4% | -0.6% | -1 | i
CCOC(=O)c1nn(-c2ccccc2F)c2nc(-c3ccco3)c(C#N)c(=O)n12 | 1% | -7% | -13% | -1% | -1% | 3% | 20% | 8 | i
Clc1ncccc1-c1nnn(-c2ccccc2Br)n1 | 17% | 1% | 0% | 19% | -9% | 4% | 23% | -19 | i
O=C(c1cccs1)N1CCCc2cc(NS(=O)(=O)c3ccc(Br)cc3)ccc21 | nt | ? | -28% | -19% | nt | -7% | -1.1% | nt | ?
CCc1ccc(C2CC(=O)N3CN(c4ccccc4)CSC3=C2C#N)cc1 (stereo unspecified) | 1% | -5% | -12% | -9% | 0% | 11% | 0.3% | -14 | i
O=C(CCC1CCCN(C(=O)c2cncs2)C1)NCc1ccc(F)c(F)c1 (stereo unspecified) | 5% | 13% | 0% | -31% | -32%[inhibitor] | -7% | 0.0% | 45 | i
CCCCCCN=C(C)c1ccccc1O | -7% | 0% | -161% | -17% | 3% | -7% | -0.8% | 14 | i
O=C(NCCc1ccccc1)c1ccc2c(c1)N(Cc1ccc(F)cc1)C(=O)c1ccccc1S2(=O)=O | -10% | nt | -23% | nt | nt | -17% | 7.9% | nt | nt
CCC(CC)NC(=O)Cc1ccccc1[N+](=O)[O-] | nt | -30% | 1% | 2% | -4% | 14% | 0.7% | 0 | i
COC(=O)c1cccc(Cn2c(Cl)c(/C=N/NC(=O)c3ccccc3Cl)sc2=O)c1 | ? | 8% | -17% | -23% | 22% | -1% | 2.7% | -9 | i
CN(C)CCC#CC(O)(c1ccccc1)c1ccccc1 | -3% | 9% | -3% | 1% | -3% | -4% | 0.2%[9.22 µM] | 0 | i
O=C(/C(=N\O)n1cncn1)c1ccc(Cl)cc1Cl | -3% | -3% | 9% | 6% | 1% | -6% | -0.5% | -5 | i
Cc1ccc(-n2c(-c3nn(C)cc3Cl)n[nH]c2=S)cc1 | 0% | 7% | -7% | -11% | 7% | 8% | -0.3% | 27 | i
COC(=O)c1cc(Cl)c(NC(=O)c2ccc(C(C)(C)C)cc2)cc1OC | nt | -21% | -2% | 37%[activator] | 9.2µM* | -6% | 2.4% | 22 | i
O=C(Nc1cccc(Cl)c1)C1CC1c1ccccc1 (stereo unspecified) | -8% | -9% | -13% | -1% | 15% | 1% | -0.1% | -15 | i
Cc1ccc(N2C(=O)CC(NNC(=O)Cc3ccc(F)cc3)C2=O)cc1Cl (stereo unspecified) | -19% | -11% | -35% | nt | ? | -1% | 3.4% | -11 | i
CCOc1ccc(CCNC(=O)CN2C(=O)c3cccnc3Oc3ccc(Cl)cc32)cc1 | -3%&25% | ? | -37%&-35% | -31% | ? | ? | 1.5%&2.8% | -10 | i
CN1CCN(c2ncc3c(n2)CCN(Cc2ccc(Br)s2)C3)CC1 | nt | 1% | 0% | 1% | nt | 6% | -0.3% | nt | i

In the list so far, three have a nitro group on carbon.
SMILES | Nrf2 block | TGFb inhibitor | HepG2 tox | ATXN2 expr inh | MCF10A rerep | A549 viability | Nrf2 activator | IL1B secr inh | S2 tox
COc1ccc([N+](=O)[O-])cc1NS(=O)(=O)Cc1ccccc1 | -4% | -4% | 16% | -1% | -2% | -9% | 0.4% | 3 | i
CCOC(=O)c1sc2cc([N+](=O)[O-])cc(SCCO)c2c1N | 9% | -2% | 5% | 5% | 14% | -2% | 0.1% | -9 | i
CCC(CC)NC(=O)Cc1ccccc1[N+](=O)[O-] | nt | -30% | 1% | 2% | -4% | 14% | 0.7% | 0 | i
